# MCL1-BIM inh: inhibitors of human MCL1 binding to BIM-BH3 peptide; Q07820; GST-MCL1 / FITC-Bim-BH3 fluorescence polarization; inhibition, % at 10.9 µM; actives 0.68% (n = 320,000); AID 2057;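 active = inhibition above the mean inhibition of all tested compounds plus 3 SD, set per campaign, cut at about 40% in these data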;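 note: 0% = DMSO wells and 100% = unlabeled Bim-BH3 peptide control; higher means more loss of mP so more displacement of Bim peptide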
# Bcl-xL primary: inhibitors of human Bcl-xL; Q07817; GST-Bcl-xL / FITC-Bim BH3 peptide fluorescence polarization; inhibition, % at 10.9 µM; actives 0.7% (n = 320,000); AID 2129;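 active = inhibition above the mean of all tested compounds plus 3 SD, cutoff set per campaign, cut at about 30% in these data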;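 note: 0% = DMSO wells and 100% = unlabeled Bim-BH3 peptide competitor; inhibitors lower millipolarization by displacing the labeled peptide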
# Target sequence (Q07817 whole entry, looked up): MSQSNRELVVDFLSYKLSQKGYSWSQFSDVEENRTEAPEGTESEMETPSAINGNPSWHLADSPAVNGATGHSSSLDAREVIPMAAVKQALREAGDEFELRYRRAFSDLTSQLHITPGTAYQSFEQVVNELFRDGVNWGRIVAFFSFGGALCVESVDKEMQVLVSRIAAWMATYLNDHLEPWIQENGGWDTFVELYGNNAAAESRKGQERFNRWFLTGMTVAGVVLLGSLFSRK
# GLD-1 TGE inh: GLD-1-TGE RNA interaction inhibition (C. elegans). Q17339. purified GLD-1 + fluorescein TGE RNA, fluorescence polarization. inhibition, % at 5.96 µM. actives 0.44% (n = 320,000). AID 2280;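 active = percent inhibition above a per-plate cutoff, the plate mean of test compounds plus 3 SD, cut at about 30% in these data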;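 note: 0% = DMSO wells with GLD-1 and probe and 100% = wells lacking GLD-1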
# CIT2 TOR yeast: alters CIT2-GFP fluorescence in TOR pathway yeast screen; S. cerevisiae CIT2-GFP strain, flow cytometry, 3 h; 100 means same as DMSO wells; GFP response vs DMSO, % at 10 µM; actives 0.065% (n = 320,000);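 active = GFP response relative to DMSO above a set limit, near the screen mean plus 3 SD, cut at about 150% in these data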;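 note: ratio of well median GFP fluorescence to mean of DMSO wells on the plate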
# VLA-4 inh: inhibition in a human VLA-4 binding assay. P13612. VLA-4 expressing cells, ligand binding flow cytometry. inhibition, % (about 7 µM as worked out from the volumes in the protocol). actives 0.2% (n = 330,000); in the data active = inhibition above about 50%
# MEX-5 binding: C. elegans MEX-5 TCR-2 RNA binding activity. actives 0.38% (n = 300,000). AID 1832. Q9XUB2. activity score (negative = inhibition of binding), % at 10 µM. MEX-5/FITC-TCR2 RNA binding, fluorescence polarization; hits give low values;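 active = inhibition past about -25% in most replicates, and total fluorescence under double the plate's negative control median, limit read from the data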;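 note: 0% = DMSO and -100% = 5 µM competing unlabeled TCR2 RNA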
# AGP1-GFP MLPCN: alters AGP1-GFP fluorescence in TOR pathway yeast screen; S. cerevisiae AGP1-GFP multiplex flow cytometry, 3 h; GFP as percent of DMSO wells; GFP response vs DMSO, % at 10 µM; actives 0.02% (n = 320,000); AID 2066;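 active = GFP response relative to DMSO above a set limit, near screen average plus 3 SD, cut at about 150% in these data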;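 note: median GFP channel fluorescence of the gated AGP1 strain per well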
# Fam108B counter: Fam108B inhibition, counter-screen for RBBP9 inhibitors | recombinant Fam108B, FP-Rh probe fluorescence polarization | actives 0.33% (n = 300,000) | inhibition, % at 9.51 µM;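 active = inhibition above the screen mean inhibition plus 3 SD, computed separately per campaign, cut at about 18% in these data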;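 note: inhibitors lower polarization as less probe binds the enzyme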
# GRK2 aptamer HTS: inhibitors of human GRK2 displacing RNA aptamer. inhibition of aptamer binding, % at 10 µM. bead flow cytometry, FAM-aptamer displacement from GRK2. P25098. AID 488847. actives 0.59% (n = 330,000);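 active = inhibition of aptamer binding above 40%, roughly 3 SD of noise, on plates passing a quality check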;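 note: median bead fluorescence of bound FAM aptamer so fluorescent compounds give negative values; no value below 0 was filed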
# Target sequence (P25098 whole entry, looked up): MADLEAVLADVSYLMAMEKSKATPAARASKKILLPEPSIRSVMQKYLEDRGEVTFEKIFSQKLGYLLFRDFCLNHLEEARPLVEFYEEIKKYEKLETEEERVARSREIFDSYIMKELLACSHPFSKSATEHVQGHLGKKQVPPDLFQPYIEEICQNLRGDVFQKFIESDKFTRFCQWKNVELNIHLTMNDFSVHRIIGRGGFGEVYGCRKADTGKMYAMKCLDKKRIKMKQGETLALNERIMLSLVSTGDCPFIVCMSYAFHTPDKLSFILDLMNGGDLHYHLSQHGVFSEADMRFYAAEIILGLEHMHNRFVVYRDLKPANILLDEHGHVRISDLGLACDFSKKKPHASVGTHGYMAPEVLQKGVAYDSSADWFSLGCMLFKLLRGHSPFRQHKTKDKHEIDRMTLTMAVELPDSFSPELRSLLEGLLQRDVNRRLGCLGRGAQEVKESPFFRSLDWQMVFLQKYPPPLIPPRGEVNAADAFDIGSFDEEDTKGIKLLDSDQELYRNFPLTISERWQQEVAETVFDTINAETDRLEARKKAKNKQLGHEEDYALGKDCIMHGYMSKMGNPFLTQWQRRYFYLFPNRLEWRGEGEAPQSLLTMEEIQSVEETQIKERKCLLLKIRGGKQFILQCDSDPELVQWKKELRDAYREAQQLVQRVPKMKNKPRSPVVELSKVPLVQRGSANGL
# * marks the source's active call; other numbers are inactive results; nt = no result given.
SMILES,MCL1-BIM inh,Bcl-xL primary,GLD-1 TGE inh,CIT2 TOR yeast,VLA-4 inh,MEX-5 binding,AGP1-GFP MLPCN,Fam108B counter,GRK2 aptamer HTS
Cc1cc(C)cc(NC(=O)CN2C(=O)COc3ccc(S(=O)(=O)N4CCCC4)cc32)c1,-4,5,-1,102,32,1.9,99,0,4
CCOc1ccc(NC(=O)CSc2nnc(C)n2CC)cc1,-10,0,-5,108,5,-0.9,111,2,0
O=C(NC(=S)Nc1ccccc1Br)C1CCCC1,8,1,1,88,-10,-1.1,87,6,3
CN(C)c1ccc(N2C(=O)CC(c3ccccc3)CC2=O)cc1,2,1,-2,88,-2,0.7,89,3,0
O=C(CSc1ccc(Cl)cc1)Nc1ccc(NC(=O)c2ccco2)cc1,3,6,-2,103,2,1.5,103,-6,0
Cc1cc(C)c2c(c1)-c1c(ssc1=S)C(C)(C)N2C(=O)CSc1nncn1C,10,9,-1,96,7,-1.2,99,-1,0
COC(=O)Cc1c(C)c2ccc(OCC(=O)N3CCOCC3)cc2oc1=O,7,5,-2,102,7,-0.8,97,0,1
Cc1ccc(OCC(=O)NC(C)c2ccccc2)cc1 (centres undefined),8,3,15,106,-2,-1.3,100,2,3
Cc1ccc(NC(=O)C(=O)NCCN2CCN(Cc3ccc([N+](=O)[O-])cc3)CC2)cc1,12,6,3,101,9,nt,103,-1,5
COc1ccc(OC)c(S(=O)(=O)Nc2ccc(C(C)=O)cc2)c1,-7,-3,12,100,8,-0.2,nt,4,4
COc1ccc(C(=O)Nn2c(C)nc3ccccc3c2=O)c(OC)c1,4,6,0,96,-5,-1.4,96,4,1
Fc1ccc(Cn2c(SCc3ccc(F)c(C(F)(F)F)c3)nnc2C(F)(F)F)cc1,-5,-1,8,102,3,0.8,95,7,2
O=C(NC(=S)NCC1CCCO1)c1ccc(Br)o1 (centres undefined),-4,0,3,98,-5,-0.9,99,-1,0
Cc1cc(C)c(S(=O)(=O)N2CCOC2CNC(=O)C(=O)NCCN2CCOCC2)c(C)c1 (centres undefined),10,0,-1,100,-2,-1.5,99,-1,1
COCCNC(=S)Nc1ccc(N2CCOCC2)c(S(=O)(=O)Nc2ccccc2OC)c1,7,8,4,97,4,nt,92,nt,0
O=C(NCCN1CCN(c2ccccc2F)CC1)c1cccn2c(=O)c3ccccc3nc12,-6,-5,-5,110,1,-5.0,24,1,3
CC(C)c1ccccc1N1CC(C(=O)O)CC1=O (centres undefined),3,4,8,105,15,-0.6,103,-5,0
COc1ccc(OCC(=O)OCC(=O)NCc2ccco2)cc1,-2,-3,-16,86,2,-0.4,92,4,4
Cc1ccc(-c2c[n+](Cc3cccc(Cl)c3)c3n2CCC3)cc1,6,5,-1,97,8,-2.1,103,-1,0
C/C(CC(=O)Nc1cccc(C(F)(F)F)c1)=N\NC(=O)C(=O)NCC(C)C,4,8,2,94,2,9.8,95,-1,0
COc1ccc(CCNC(=O)COC(=O)C2CC2C)cc1 (centres undefined),-25,-7,1,92,10,nt,94,nt,0
COc1ccc(CNC(=O)c2cc(-c3ccco3)on2)cc1,-3,3,-2,110,-2,1.8,100,-4,1
Cc1ccc(S(=O)(=O)N2CCOCC2)cc1C(=O)Nc1ccc2c(c1)CCC2,-7,-1,0,96,-13,-0.4,106,2,2
CC(OC(=O)C1=COCCO1)C(=O)Nc1ccccc1C#N (centres undefined),4,-1,2,102,6,-1.9,106,1,0
Cc1cc(N2CCN(c3nc(-c4ccc([N+](=O)[O-])cc4)cs3)CC2)c2ccccc2n1,-13,-4,3,106,0,0.0,97,-2,3
COCc1c(C(=O)N2CCN(Cc3c(F)cccc3Cl)CC2)oc2ccccc12,0,4,-5,102,20,-1.1,101,-1,1
Cc1ccn(CCNC(=O)C2CCC(=O)N(Cc3ccc(Cl)cc3)C2)n1 (centres undefined),3,-1,3,nt,17,1.3,101,0,6
CCCC(C(=O)NCC1CCCO1)N(C(=O)CNS(=O)(=O)c1ccccc1)c1ccc(F)cc1 (centres undefined),1,-4,-5,112,1,-1.9,100,0,0
Cc1cccc(NC(=S)N(CCCN2CCOCC2)Cc2ccccn2)c1,8,7,7,90,1,nt,89,-5,0
O=C(c1ccc(F)cc1)N1CCCC(c2nc(-c3cccs3)no2)C1 (centres undefined),-4,4,6,93,-7,0.4,101,4,7
CCN(CC)CCN1C(=O)C(=O)/C(=C(/O)c2ccc(S(=O)(=O)N3CCOCC3)cc2)C1c1ccc(C(C)C)cc1 (centres undefined),12,8,2,111,1,-0.9,108,5,0
CCOc1ncccc1C(=O)OCC(=O)Nc1cccc(S(=O)(=O)N2CCCCCC2)c1,-3,-4,4,102,-6,nt,100,nt,2
COc1ccc(C(=O)n2nc(-c3ccc(C)cc3)nc2N)cc1OC,-6,0,8,104,-5,0.9,105,-9,2
O=C(CN1CCOCC1)Nc1ncc(Br)cc1Br,-5,-2,-6,98,8,2.5,100,0,0
C=CCN1C(=O)C2(NNc3ccccc3O2)c2ccccc21 (centres undefined),-31,-31,-28,101,3,0.4,nt,9,0
COc1cccc(CNC(=O)CCNS(=O)(=O)c2ccc3[nH]c(=O)oc3c2)c1,8,0,0,97,-1,-1.2,82,-3,4
CCOC(=O)C1CCN(S(=O)(=O)c2ccc3c(c2)CC(C)N3C(=O)C2CC2)CC1 (centres undefined),5,2,0,112,-5,-1.5,106,2,1
O=C(CSc1nc(N2CCOCC2)nc(N2CCOCC2)n1)Nc1cccc(C(F)(F)F)c1,2,4,8,102,6,4.7,104,2,0
O=C1[C@H]2C(c3ccccc3)=NN(c3ccccc3)[C@H]2C(=O)N1c1ccccc1,1,3,0,82,43,-1.6,68,-1,3
O=C(C1COc2ccccc2O1)N1CCN(c2ccc([N+](=O)[O-])cc2)CC1 (centres undefined),nt,nt,3,94,12,nt,102,nt,98*
CCOC(=O)C(CC)n1cnc2c(nnn2-c2ccccc2)c1=O (centres undefined),1,4,3,103,-6,-0.7,109,5,0
C=COCCNC(=O)C1CC(=O)N(c2ccc(C)cc2)C1 (centres undefined),-2,2,-3,99,15,-1.0,103,0,2
CCC(CC)c1nnc(NC(=O)COc2ccc3c(C)cc(=O)oc3c2)s1,-5,-5,0,94,4,nt,92,-1,2
C=CCNC(=O)C1CCN(S(=O)(=O)c2ccc3ccccc3c2)CC1,4,-1,-4,112,-5,-2.4,97,4,1
CSCCC(NS(=O)(=O)c1ccc(C)cc1C)C(=O)Nc1cccnc1 (centres undefined),nt,nt,2,102,6,nt,101,nt,8
COc1cccc(C2c3c(-c4ccccc4O)n[nH]c3C(=O)N2Cc2ccco2)c1 (centres undefined),6,0,3,89,-1,3.9,102,-3,0
c1ccc(Cn2nnnc2CN2CCN(Cc3ccc4c(c3)OCO4)CC2)cc1,0,7,-1,103,6,1.5,110,4,0
CCOC(=O)C1=NN(c2ccccc2)C(=O)/C1=C\c1ccc(N(C)C)cc1,-6,-2,-10,81,4,1.3,99,5,0
COc1ccccc1CNC(=O)c1ccc(N(C)S(=O)(=O)c2ccc(C)cc2)cc1,-27,-11,4,95,5,-3.9,94,-2,0
CCc1cccc(CC)c1NC(=O)COC(=O)Cc1ccsc1,0,1,5,94,7,0.6,94,-4,2
c1ccc(SCc2nc(-c3cccnc3)no2)cc1,-3,-5,-2,100,7,-2.6,88,-2,0
Cn1c(CC(=O)Nc2ccccc2F)nnc1SCC(=O)NC1CCCCC1,3,2,-8,99,1,2.1,94,-2,0
COc1ccc(Nc2cc(C)nc3nc(C)nn23)cc1Cl,2,0,0,84,-3,0.6,93,-2,2
COc1ccc(Nc2nc(-c3cccs3)nc3ccccc23)c(OC)c1,-1,0,0,95,-18,1.7,84,6,0
O=C(O)C1Cc2[nH]cnc2C(c2cccc([N+](=O)[O-])c2)N1 (centres undefined),5,4,1,81,19,-17,94,-5,0
COc1ccc(N(C)S(=O)(=O)c2cccc(C(=O)NCc3ccc(C)cc3)c2)cc1,0,3,9,101,9,nt,95,nt,0
Cc1ccc(NC(=O)c2ccc(=O)[nH]n2)cc1S(=O)(=O)Nc1ccccc1Cl,5,9,7,110,0,nt,113,nt,1
CC1CCN(c2ccc(C(=O)Nc3ccc4c(c3)OCO4)cc2[N+](=O)[O-])CC1,1,2,10,99,9,2.3,105,2,0
COc1ccc(-n2cnnc2SCC(=O)NC2CCCc3ccccc32)cc1 (centres undefined),0,3,-5,95,4,0.5,97,3,3
CCCCN(C)C(=O)C1CCN(Cc2ccc(OCc3ccccc3)cc2)CC1,-3,3,-6,107,15,-3.3,109,0,0
O=C(Nc1cccc(-c2ccc(N3CCCCC3)nn2)c1)c1ccc(Br)o1,-7,-1,3,97,-4,-3.5,110,-6,2
C=CCNC(=O)COC(=O)c1c2c(nc3ccccc13)CCC2,35,16,14,97,0,1.3,95,6,4

# Entries shown so far that have an aryl methoxy group:
SMILES,MCL1-BIM inh,Bcl-xL primary,GLD-1 TGE inh,CIT2 TOR yeast,VLA-4 inh,MEX-5 binding,AGP1-GFP MLPCN,Fam108B counter,GRK2 aptamer HTS
COc1ccc(OC)c(S(=O)(=O)Nc2ccc(C(C)=O)cc2)c1,-7,-3,12,100,8,-0.2,nt,4,4
COc1ccc(C(=O)Nn2c(C)nc3ccccc3c2=O)c(OC)c1,4,6,0,96,-5,-1.4,96,4,1
COCCNC(=S)Nc1ccc(N2CCOCC2)c(S(=O)(=O)Nc2ccccc2OC)c1,7,8,4,97,4,nt,92,nt,0
COc1ccc(OCC(=O)OCC(=O)NCc2ccco2)cc1,-2,-3,-16,86,2,-0.4,92,4,4
COc1ccc(CCNC(=O)COC(=O)C2CC2C)cc1 (centres undefined),-25,-7,1,92,10,nt,94,nt,0
COc1ccc(CNC(=O)c2cc(-c3ccco3)on2)cc1,-3,3,-2,110,-2,1.8,100,-4,1
COc1ccc(C(=O)n2nc(-c3ccc(C)cc3)nc2N)cc1OC,-6,0,8,104,-5,0.9,105,-9,2
COc1cccc(CNC(=O)CCNS(=O)(=O)c2ccc3[nH]c(=O)oc3c2)c1,8,0,0,97,-1,-1.2,82,-3,4
COc1cccc(C2c3c(-c4ccccc4O)n[nH]c3C(=O)N2Cc2ccco2)c1 (centres undefined),6,0,3,89,-1,3.9,102,-3,0
COc1ccccc1CNC(=O)c1ccc(N(C)S(=O)(=O)c2ccc(C)cc2)cc1,-27,-11,4,95,5,-3.9,94,-2,0
COc1ccc(Nc2cc(C)nc3nc(C)nn23)cc1Cl,2,0,0,84,-3,0.6,93,-2,2
COc1ccc(Nc2nc(-c3cccs3)nc3ccccc23)c(OC)c1,-1,0,0,95,-18,1.7,84,6,0
COc1ccc(N(C)S(=O)(=O)c2cccc(C(=O)NCc3ccc(C)cc3)c2)cc1,0,3,9,101,9,nt,95,nt,0
COc1ccc(-n2cnnc2SCC(=O)NC2CCCc3ccccc32)cc1 (centres undefined),0,3,-5,95,4,0.5,97,3,3

# Assay outcomes from PubChem BioAssay.

# This is a random part of the collection; about 2.2% have a hit in one of these screens.
